# A-T KAP1 phos – potential ataxia-telangiectasia treatment. […] A-T fibroblasts, KAP-1 phosphorylation AlphaLISA; neocarzinostatin DNA damage 30 min before lysis. 0.19% of 320,000 active. Potency, µM (top dose mostly 57.5 µM), without a hit: top-dose activation, actives largely listed as activators. AID 485349; also: potency is read from the fitted curve at half-maximal effect; % of control where 0% means no effect; nearly all actives have a fitted effect of over 45% in size
#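 hTERT-immortalized A-T patient fibroblasts ([…]), 500 cells/well in OPTI-MEM, 1% FBS, got compounds for 60 min, then NCS for 30 min at 37C. Lysates were then assayed for phospho-KAP-1 by AlphaLISA (anti-pKAP1 donor, anti-KAP1 acceptor beads), 6 hr at 25C.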
# TSHR antagonist – blocks TSH signaling through the human TSH receptor | TSHR-expressing cells, TSH-stimulated cAMP HTRF, 2 h; active compounds read low | activity change, negative = inhibition, % at 11.5 µM | 0.2% of 330,000 active | AID 504810;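 active = activity change below a set negative limit, meaning inhibition stronger than a set level, cut at about -70% in these data; inconclusive = activity change between two set negative limits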; also: % is scaled to controls: 0 for no effect and ±100 for the full control effect
#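 Freshly harvested TSHR cells receive pin-tooled compound, then EC80 TSH at 4nM final. After 2 hours at 37 deg C, antibody in lysis buffer and cAMP-d2 are added; 30 minutes at ambient temperature precede the HTRF read.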
# MLL CXXC-DNA inh – inhibitors of human MLL CXXC domain-DNA interaction. Q03164. MLL-CXXC / FITC-HOXA9 DNA fluorescence polarization. Potency, µM (top dose mostly 115 µM), for the others: at the highest dose activity change, negative = inhibition, most hits filed as inhibitors. 0.037% of 290,000 active; active = well fitted inhibition curve with a large enough effect in the polarisation, with a control signal flat, not every such curve was filed as active; inconclusive = small, poorly fitted or top-dose-only effect, or effect the other way, or a change in a side signal; inactive = no such curve, though single readings can be large or run the other way; the % refers to the polarisation; also: potency is read from the fitted curve at half-maximal effect
#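 Steps: dispense CXXC domain solution (7 uM) → pin compounds or unlabeled HOX-A9 DNA control → 5 min ambient → add FLSN-HOX-A9 solution (50 nM) → spin → 30 min ambient → fluorescence polarization. Tris pH 7.5/NaCl/DTT/BSA buffer.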
# Chronic BCR inh – inhibitors of chronic active B-cell receptor signaling; 0.05% of 340,000 active; ABC-DLBCL IkBa-CBG/CBR reporter, luminescence ratio, 4 h; Potency, µM (doses to about 46.1 µM), for inactives: at the top dose ratio change, negative = lower green/red ratio, most hits filed as inhibitors; active = well fitted inhibition curve with a large enough effect in the signal ratio, with a control signal flat, not every such curve was filed as active; inconclusive = small, poorly fitted or top-dose-only effect, or effect the other way, or a change in a side signal; the % refers to the signal ratio;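 also: potency is read from the fitted curve at half-maximal effect; plate controls were basal doxycycline-induced cells for no effect and cells given 10 µM MG132 for full effect; MG132 reads +100%, hits lower the ratio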
#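 Cell line TMD8 (human ABC DLBCL), stably expressing tet-inducible CBG68-IkBa fusion and CBR; IMDM/0.5% FBS; cpd up to 46 uM; dox induction, 4 h, 37C/5% CO2; dual luminescence; green/red ratio; MG132 control.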
# hERG WT inh – KCNH2 (human, wildtype) channel inhibition; Q12809; U2OS, BacMam KCNH2, thallium flux FluxOr; active compounds read low; activity change, % at 1.84 µM; 0.37% of 340,000 active; AID 720551;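 active = maximum activity change below -70%; inconclusive = maximum activity change between -70% and -50%; inactive = maximum activity change above -50%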; also: % is scaled to controls: 0 for no effect and ±100 for the full control effect
#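 U2OS cells were transduced with wild-type KCNH2 virus (2.03 x 10^8 / mL) for 4 h at room temperature, then cultured overnight at 37 C. Thallium flux was read with FluxOr dye. Rate constants were normalized to DMSO controls.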
# TCR activator – activates T cell receptor signaling; primary human leukocytes, anti-CD3, IL-2 HTRF, 48 h; Potency, µM (series often up to 9.22 µM), for the others: at the top dose activation of IL-2 secretion, usual class: activators; 330,000 tested, under 10 active; AID 504894; also: % of control where 0% means no effect
#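 Primary human leukocytes were stimulated with a-CD3 beads plus compounds for 48 hr without co-stimulation; secreted IL-2 was quantified by HTRF using a-IL-2-K (europium cryptate) and a-IL-2-d2, excited at 320nm with acceptor emission read at 665nm.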
# GALK inhibitor – galactokinase (human) inhibition; Potency, µM (top dose mostly 57.5 µM), inactives show at the highest dose activity change, negative = inhibition, hits mostly inhibitors; AID 1868; 0.007% of 270,000 active; P51570; Purified GALK, Kinase-Glo residual ATP luminescence; also: potency is read from the fitted curve at half-maximal effect; % is scaled to controls: 0 for no effect and ±100 for the full control effect
# Target sequence (P51570 whole entry, looked up): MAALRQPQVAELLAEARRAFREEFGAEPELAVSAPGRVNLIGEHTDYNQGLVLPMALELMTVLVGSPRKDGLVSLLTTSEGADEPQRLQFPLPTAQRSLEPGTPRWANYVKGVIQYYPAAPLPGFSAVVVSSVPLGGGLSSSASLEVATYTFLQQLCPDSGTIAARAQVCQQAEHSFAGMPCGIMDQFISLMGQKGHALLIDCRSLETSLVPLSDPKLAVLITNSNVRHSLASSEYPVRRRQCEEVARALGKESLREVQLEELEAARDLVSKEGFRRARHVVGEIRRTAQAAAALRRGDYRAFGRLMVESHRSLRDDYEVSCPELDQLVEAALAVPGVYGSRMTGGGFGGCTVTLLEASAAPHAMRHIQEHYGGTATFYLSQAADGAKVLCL
#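 Compounds were pin-transferred into ATP buffer (35 uM final), then GALK plus galactose (5 nM, 100 uM final) was added. After 1 h at room temperature, Kinase-Glo Plus was added and luminescence read after 10 min.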
# FBPA coupling cs – counter-screen for Giardia aldolase inhibitors: coupling enzyme system. 0.67% of 290,000 active. AID 2472. activity change, negative = inhibition, % at 58.2 µM, hits read low. coupling enzyme system counterscreen, AmpLite Red fluorescence; in the data active = activity change below about -30%; also: % is scaled to controls: 0 for no effect and ±100 for the full control effect
#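 Counterscreen of the coupled detection system alone, without aldolase: glyceraldehyde-3-phosphate coupling enzymes plus AmpLite Red readout. Compounds at 57.5 uM final, 10 min RT preincubation, 20 min RT reaction, fluorescence 525/598 nm.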
# Tb PFK inh – T. brucei PFK enzyme inhibition; O15648; T. brucei PFK, ADP-Glo luminescence; Potency, µM (titrated, usually from 57.5 µM), for the others: top-dose activity, negative = inhibition, actives largely listed as inhibitors; 0.17% of 330,000 active; AID 485367;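 also: potency is read from the fitted curve at half-maximal effect; 0% = uninhibited 1x PFK enzyme wells and -100% = no-enzyme wells; nearly all actives have a fitted effect of over 60% in size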
# Target sequence (O15648 whole entry, looked up): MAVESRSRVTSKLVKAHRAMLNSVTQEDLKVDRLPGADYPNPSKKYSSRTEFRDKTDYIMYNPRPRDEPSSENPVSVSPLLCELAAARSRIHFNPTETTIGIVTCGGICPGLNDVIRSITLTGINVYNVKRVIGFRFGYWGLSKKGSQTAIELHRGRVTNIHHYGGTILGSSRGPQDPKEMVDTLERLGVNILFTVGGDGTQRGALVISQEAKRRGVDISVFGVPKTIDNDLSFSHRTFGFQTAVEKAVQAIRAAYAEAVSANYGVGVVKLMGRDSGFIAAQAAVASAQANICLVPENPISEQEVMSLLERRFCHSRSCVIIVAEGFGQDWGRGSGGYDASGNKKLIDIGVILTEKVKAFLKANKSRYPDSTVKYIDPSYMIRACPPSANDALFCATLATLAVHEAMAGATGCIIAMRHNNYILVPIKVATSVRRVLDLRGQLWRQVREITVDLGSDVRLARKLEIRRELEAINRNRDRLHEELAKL
#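 Luminescent ADP detection (ADP-Glo, two-step: ATP depletion then ADP-to-ATP conversion for luciferase) reported PFK activity after 45 min room-temperature reaction of 1.25 nM enzyme with 0.5 mM F6P and 0.1 mM ATP at pH 8.0.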
# Giardia kill – kills Giardia lamblia | 0.15% of 340,000 active | Giardia lamblia trophozoite viability | activity change, % at 7.66 µM, hits read low; in the data active = activity change below about -80%; inconclusive = between about -30% and that limit;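 also: parasites exposed to compound for two days anaerobically before the ATP read; % is scaled to controls: 0 for no effect and ±100 for the full control effect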
#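 Each well holds 100 Giardia trophozoites and compound. After two days (48 hrs) at 37 deg C in anaerobic conditions, ATP is quantified by luminescence.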
# Starred values were filed as active, the others as inactive; ? = inconclusive; / = no result given; [ ] = dose if it differs, or a comment. Unless noted, calls follow the shape of the dose curve; as a rule, active = well fitted curve in the direction sought with a large enough effect; inconclusive = small, poorly fitted or top-dose-only effect, or another doubt; inactive = no such curve, though single readings can be large; an effect the other way counts as inactive or inconclusive.
SMILES,A-T KAP1 phos,TSHR antagonist,MLL CXXC-DNA inh,Chronic BCR inh,hERG WT inh,TCR activator,GALK inhibitor,FBPA coupling cs,Tb PFK inh,Giardia kill
CN(C(=O)c1ccc2c(=O)n3c(nc2c1)CCCCC3)c1ccccc1Cl,3%,10,-10%,3%,6,8%,/,10,2%,12
CCN(CC)Cc1cc(CCNC(=O)c2ccc(Cl)cc2)ccc1O,2%,4,5%,?,27,-4%,-2%,-1,-1%,-10
Cc1cc(NC(=O)CSc2nc3c(cc2C#N)CCC3)no1,7%,2,-1%,19%,0,-4%,-1%,2,4%,0
N#Cc1ccccc1S(=O)(=O)N1CCN(Cc2c(O)ccc3ccccc23)CC1,-4%,-4,/,0%,10,-9%,/,/,0%,14
CC(=O)c1ccc(NC(=O)c2ccc(COc3ccccc3[N+](=O)[O-])o2)cc1,4%,-7,8%,-6%,0,-2%[46.1 µM],0%,0,-5%,-28
CC(C)c1nc(SCC(=O)Nc2ccc(N(C)C)cc2)c2ccccc2n1,-9%,-25,-1%,-1%,-12,1%,1%,1,14%,3
CCC1CCCCN1CCCNC(=O)CCC(=O)N1CCOc2ccccc21 (stereo not drawn),-17%,9,/,5%,11,-1%,/,4,-1%,19
COc1ccc(-c2cc(-c3ccccc3)nc(NN)n2)cc1OC,0%,-5,4%,0%,8,7%,-8%,-3,12%,13
C[n+]1ccccc1/C=C/c1ccc([N+](=O)[O-])cc1,20%,-2,5%,1%,-10,-1%,/,0,2%,22
Cc1cccc(N2CC(C(=O)Nc3ccc(S(=O)(=O)N4CCOCC4)cc3)CC2=O)c1C (stereo not drawn),0%,-11,10%,-1%,11,0%,1%,2,0%,-5
CC(O)c1nc2ccccc2n1CCOc1ccccc1 (stereo not drawn),17%,-22,-8%,-9%,-2,-3%[46.1 µM],0%,8,?,-6
CCOC(=O)CNC(=O)c1sc2nc(C)cc(C)c2c1N,3%,-2,6%,5%,4,2%,3%,-3,3%,-7
NC(=O)C1CCN(C2=C(NS(=O)(=O)c3ccccc3)C(=O)c3ccccc3C2=O)CC1,-3%,4,1%,?,-6,-1%,1%,-31*,-7%,21
Cc1ccccc1C(=O)Nc1c(C)[nH]c(=O)[nH]c1=O,-2%,-1,5%,0%,-3,-6%,0%,-3,-7%,-17
CN(c1ncc(C(F)(F)F)cc1Cl)N1C(=O)C2ONC3(C(=O)CC(C)(C)CC3=O)C2C1=O (stereo not drawn),-2%,-5,0%,18%,6,-4%,-2%,-2,-2%,-4
O=C(Nc1cccc(F)c1)Nc1ccnn1C1CCN(C(=O)CCN2CCCO2)CC1,8%,6,-6%,3%,-14,-4%,-6%,/,3%,3
CN1CCN(C(=O)c2ccc(-n3cccc3)cc2)CC1,-5%,-1,9%,-7%,35,1%,1%,5,-3%,3
CCN(CC)S(=O)(=O)c1cccc(C(=O)NNC(=O)c2ccc3[nH]c(=O)c(=O)[nH]c3c2)c1,-4%,34,5%,0%,9,-3%,-11%,3,3%,8
C=CCOc1cccc(/C=N/NC(=O)C(OC)c2ccccc2)c1 (stereo not drawn),4%,8,6%,2%,-10,-6%,-5%,-2,-1%,18
CC(=O)NCCn1c(SCc2cc(=O)n3cc(Cl)ccc3n2)nc2ccccc2c1=O,-4%,10,-1%,-4%,-6,14%,2%,-9,-8%,6
O=C1CCCC/C=C\C[C@H](CC(=O)N(CCO)Cc2ccccc2)C(=O)N[C@@H](c2ccccc2)CO1,7%,-23,/,1%,-14,-1%,/,/,8%,-4
Cc1ccc(OCC(=O)N/N=C/c2cn(Cc3ccccc3)c3ccccc23)cc1,6%,5,22%,-1%,/,-3%[46.1 µM],2%,0,0%,-18
CC(=O)Nc1ccc(C(C#N)c2ccccc2)cc1 (stereo not drawn),4%,9,1%,9%,-16,-4%,-1%,3,3%,10
CNC(=S)Nc1cc(C(=O)N2CCCC2)ccc1N1CCCC1,2%,-25,?,0%,-9,3%,0%,2,18%,8
O=C(CSc1ccc(-c2ccccc2)nn1)NCC1CCCO1 (stereo not drawn),0%,0,2%,-6%,-10,-78%,8%,0,-4%,-1
CCOC(=O)c1c(NC(=O)CN2C(=O)NC3(CCC(CC)CC3)C2=O)sc(C)c1-c1ccc(C)cc1 (stereo not drawn),-2%,1,7%,8%,-8,7%[46.1 µM],1%,1,0%,10
O=C(C1CCCN(Cc2ccccc2[N+](=O)[O-])C1)N1CCCCC1 (stereo not drawn),4%,?,1%,0%,-15,0%,-2%,-1,0%,-5
COc1ccccc1CNC(=O)c1cc(C)nc2ccccc12,0%,-2,-1%,-12%,0,-3%,12%,3,-2%,14
CCOc1ccc(N(CC(=O)NN=C2CCN(C)CC2)S(=O)(=O)c2ccc(Br)cc2)cc1,-14%,19,-8%,5%,-5,-8%,-2%,/,-6%,19
O=C(NCc1ccco1)/C(=C/c1ccco1)NC(=O)c1ccc(Br)o1,-2%,9,-5%,-19%,-4,1%[46.1 µM],1%,-6,0%,2
CC(=O)Oc1ccc(/C=C2/CCc3ccccc3C2=O)cc1,2%,-1,2%,?,4,-1%,22%,1,-22%,?
Cc1cccc(Cn2cccc2/C=C2/C(=N)N3C=CSC3=NC2=O)c1,6%,-9,1%,?,-32,-2%[46.1 µM],-2%,0,10%,-3
Brc1cc(/C=N/n2cnnc2)oc1Br,-3%,18,8%,1%,/,2%,10%,5,4%,-2
CCn1c(SCC(=O)N2CCCc3ccccc32)nc2c1c(=O)n(C)c(=O)n2C,-5%,-5,2%,?,1,1%,-2%,-1,6%,0
Cc1ccc2c(c1)NC(C(C)(C)C)CO2 (stereo not drawn),0%,1,1%,-7%,-21,3%,3%,1,7%,-16
COCCNS(=O)(=O)c1ccc(C)c(C)c1C,-3%,16,-4%,2%,1,-1%,4%,-1,-2%,0
Cc1ccccc1C(=O)N1CCN(C(c2ccccc2)c2ccccc2)CC1,7%,-7,15%,?,-11,5%,0%,2,-3%,-7
COc1ccc([C@H]2CC(=O)C=C(c3cccc4c3Oc3ccccc3S4)C2)cc1OC,5%,-7,/,?,/,8%,/,/,3%,-5
Cc1cc(=O)n2c(nc3ccccc32)[nH]1,/,-4,-6%,?,-9,1%[46.1 µM],2%,-1,-1%,29
COc1ccccc1NC(=O)Cc1csc(NC(=S)Nc2ccccc2)n1,1%,-17,8%,?,6,-5%,1%,1,3%,3

# Complete entries, quoted from the list. Values in the order: A-T KAP1 phos	TSHR antagonist	MLL CXXC-DNA inh	Chronic BCR inh	hERG WT inh	TCR activator	GALK inhibitor	FBPA coupling cs	Tb PFK inh	Giardia kill
# CCC1CCCCN1CCCNC(=O)CCC(=O)N1CCOc2ccccc21 (stereo not drawn) reads -17%	9	/	5%	11	-1%	/	4	-1%	19
# O=C(CSc1ccc(-c2ccccc2)nn1)NCC1CCCO1 (stereo not drawn) reads 0%	0	2%	-6%	-10	-78%	8%	0	-4%	-1

# Next results follow.
SMILES,A-T KAP1 phos,TSHR antagonist,MLL CXXC-DNA inh,Chronic BCR inh,hERG WT inh,TCR activator,GALK inhibitor,FBPA coupling cs,Tb PFK inh,Giardia kill
CC(/C=N/O)Cc1ccc2c(c1)OCO2 (stereo not drawn),1%,1,3%,-2%,3,/,3%,10,-2%,-7
CCCCn1c(N)c(N(CCOC)C(=O)COC(=O)COc2ccc(CC)cc2)c(=O)[nH]c1=O,8%,-3,/,3%,10,3%,/,/,-2%,17
CCOc1nc(C)ccc1-c1noc(C)n1,-11%,11,-2%,7%,13,/,3%,1,-4%,-12
COc1cc(C(=O)OCC(=O)N2CCCCCC2)c([N+](=O)[O-])cc1OC,2%,/,/,7%,5,10%,/,/,-2%,7
O=C(NN1C(=O)C2C3C=CC(O3)C2C1=O)c1ccccc1 (stereo not drawn),2%,-27,-7%,-3%,-3,-4%,5%,1,6%,-18
COc1ccccc1-c1nnc(SC(C)C(=O)O)n1-c1ccccc1 (stereo not drawn),0%,5,4%,7%,0,-8%,4%,1,1%,15
C=CCN1C(=O)[C@@H]2Cc3c([nH]c4ccccc34)C(c3ccc(O)cc3)N2C1=S (stereo partly drawn),-5%,20,-1%,?,-29,-4%,-6%,-2,11%,8
O=C(NCc1ccccc1)c1c[nH]c2cc3c(cc2c1=O)OCCO3,-1%,2,-5%,?,18,5%[46.1 µM],-2%,2,0%,9
Cc1cc(/C=c2\sc3nc4ccccc4n3c2=O)c(C)n1-c1ccc(C(=O)O)cc1,2%,-23,?,?,-5,-2%,-4%,-3,1%,-19
CCOc1ccc(NC(=O)c2nn(C)c(C(=O)Nc3ccc(OCC)cc3)c2[N+](=O)[O-])cc1,-7%,-7,12%,-11%,-6,/,-2%,2,2%,-19

# Compound activity: PubChem BioAssay, National Center for Advancing Translational Sciences (NCATS)
